# Source: PubChem
# NCI-60 one-dose screen, 48 h, at 10 µM unless noted. Numbers give growth in % (100 = growth as untreated, 0 = no growth, -100 = all killed).
# A549/ATCC – A549/ATCC NSCLC | hit rate 3.7% among 81,000 | AID 1794740
# EKVX – EKVX NSCLC. hit rate 3% among 71,000
# SK-MEL-2 – SK-MEL-2 melanoma. hit rate 4.7% among 77,000. AID 1794763
# SK-MEL-5 – SK-MEL-5 melanoma. hit rate 6.4% among 80,000
# M14 – M14 melanoma | hit rate 6.2% among 80,000 | AID 1794745
# SK-MEL-28 – SK-MEL-28 melanoma | hit rate 4.1% among 81,000
# HOP-92 – HOP-92 NSCLC cells. hit rate 6.3% among 71,000. AID 1794738
# HOP-62 – HOP-62 NSCLC; hit rate 3.9% among 80,000; AID 1794735
# * marks the source's active call; other numbers are inactive results; nt = not tested or not shown; & = joins results of further samples. The calls were made as follows: active = growth percent below 10; inactive = the rest.
# Under each structure: A549/ATCC	EKVX	SK-MEL-2	SK-MEL-5	M14	SK-MEL-28	HOP-92	HOP-62
- COc1ccc(NC2CC(=O)N(CCc3ccccc3)C2=O)c(OC)c1 (stereo unspecified)
    99.6	95.3	104.9	101.4	98.7	104.5	97.3	100.0
- COc1ccc(Cn2cc(C#N)c(N)c2C(C)=O)cc1
    109.9	103.8	106.2	100.0	110.2	108.6	87.5	103.9
- COc1ccc(/C=C/C(=O)c2ccc(NS(=O)(=O)c3c(O)c4cc(Cl)ccc4oc3=O)cc2)cc1
    75.8	95.9	110.8	98.5	88.8	101.9	102.3	nt
- CC1(C)S[C@@H]2[C@H](NC(=O)Cc3ccccc3)C(=O)N2[C@H]1C(=O)O
    104.9	116.7	117.9	104.0	105.9	115.9	104.4	106.3
- CCCCc1oc2ccccc2c1C(=O)c1cc(I)c(OCCN(CC)CC)c(I)c1
    9.9*	3.6*	nt	-100.0*	-75.3*	-87.8*	-68.7*	nt
- CCC1(c2ccccc2)C(=O)Nc2ccc(F)cc21 (stereo unspecified)
    98.8	108.5	98.8	102.6	102.9	107.4	99.2	112.7
- CC(C(=O)Nc1cccnc1)c1ccc(Nc2ccnc(C(F)(F)F)c2)cc1 (stereo unspecified)
    94.8	nt	nt	88.3	102.4	105.3	81.9	105.4
- Cc1ccc(COc2ccc(Nc3ncnc4onc(-c5ccccc5)c34)cc2)cc1
    94.2	101.1	97.3	95.5	91.4	98.5	104.7	102.9
- O=C(Cn1cc(C2CCCCC2)nn1)Nc1nc2ccccc2s1
    105.9	104.3	104.4	101.2	100.7	104.1	105.1	105.5
- NC(=S)N/N=C1/CCCCC12CCCC2
    102.1	92.9	101.5	91.3	102.4	101.2	81.8	105.0
- COc1cc(-c2nc(N)n(CC(=O)Nc3ccc(/C(C)=N\O)cc3)n2)cc(OC)c1OC
    74.2	106.4	92.1	97.9	100.7	94.2	88.2	94.5
- Cc1cc(C)n(C(=O)c2sc(=S)n(-c3ccccc3)c2N=Nc2c(N)n[nH]c2N)n1
    101.5	101.7	110.1	102.9	nt	105.6	114.3	103.3
- CCOC(=O)C(c1ccccc1)C(C(=O)OCC)c1ccc(OC)cc1 (stereo unspecified)
    91.2	84.6	106.6	97.6	89.9	97.5	71.6	112.8
- COc1ccc(C(=O)C/C(=C\c2ccc(O)c(OC)c2)C(=O)NN)cc1
    80.0	94.0	90.8	75.0	91.5	75.6	69.5	67.4
- COc1ccc(N2C(=O)c3ccccc3[C@@H](C(=O)O)[C@H]2c2ccccc2)cc1
    95.8	92.5	115.3	92.2	91.8	92.7	78.7	110.3
- N#Cc1c(-c2ccccc2)nc(SCC(=O)Nc2nc(-c3ccccc3)cs2)[nH]c1=O
    96.6	98.2	85.9	101.1	90.7	101.2	70.1	83.7
- CN(C)c1cccc(-c2ccc(S(=O)(=O)Nc3ccc4c(c3)N(C(=O)C3CC3)CCC4)cc2)c1
    73.6	75.0	66.8	29.3	79.1	89.2	66.8	73.6
- c1ccc(/C(=N\Nc2ccc3ccccc3n2)c2ccccn2)cc1
    nt	15.1	-9.6*	-51.3*	-41.8*	20.5	nt	5.5*
- Oc1c(-c2nnc(-c3ccc(Cl)cc3)o2)sc2nnc(-c3ccccc3)c(-c3ccccc3)c12
    98.9	96.4	112.2	79.8	73.1	84.6	73.3	71.0
- N#Cc1c(NC(=O)c2cccc(C(F)(F)F)c2)sc2c1CCC(=O)C2
    14.6	14.7	-0.1*	-95.6*	-68.2*	-42.5*	-28.5*	4.7*
- C=Cc1nnnn1C12CC3CC(CC(C3)C1)C2
    99.2	112.8	100.1	114.1	101.4	109.0	99.0	123.5
- NS(=O)(=O)c1ccc(-n2ncc3c(NCc4ccccc4)ncnc32)cc1
    97.0	116.0	99.1	75.9	117.1	102.9	nt	114.6
- Cc1[nH]n(C(=S)Nc2nc3cc(Cl)c(F)cc3s2)c(=O)c1N=Nc1ccc(F)c(Cl)c1
    40.1	80.1	nt	93.1	113.9	105.7	71.2	nt
- CSc1ccccc1Nc1nc(N)nc(C(Cl)Cl)n1
    104.3	103.3	117.3	99.0	106.6	110.5	96.8	94.8
- COc1cc(-c2cc(-c3ccccc3)nc(Nc3nc4ccccc4[nH]3)n2)cc(OC)c1OC
    108.6	100.4	102.2	99.5	107.0	103.2	95.3	110.8
- CCOC(=O)c1c2c(n(-c3ccc(C#N)cc3)c1-c1ccccc1)C=CCC2
    91.1	93.2	79.6	92.8	93.5	102.4	98.4	83.3
- CCCCCC(=C/c1ccccc1)/C=N/O
    91.9	98.0	92.8	99.6	104.2	110.5	82.5	92.0
- COC(=O)[C@H](Cc1ccc(O)cc1)NC(=O)[C@@H](OC)[C@@H]1Cc2cc3cc(OC4CC(OC5CC(O)C(O)C(C)O5)C(O)C(C)O4)c(C)c(O)c3c(O)c2C(=O)[C@H]1OC1CC(OC2CC(OC3CC(C)(O)C(O)C(C)O3)C(O)C(C)O2)C(O)C(C)O1 (stereo partly specified)
    4.3*	21.5	nt	-53.3*	-20.2*	-26.6*	12.2	19.3
- O=C(Nc1ccccc1-c1nc2ccccc2s1)c1ccno1
    91.1	73.2	87.4	81.5	78.8	110.2	86.4	94.1
- COc1ccc2nccc(C=O)c2c1
    98.1	nt	117.1	77.8	66.3	107.2	52.7	nt
- S=C(c1ccc2c(c1)OCO2)N1CCN(c2cccc(Cl)c2)CC1
    35.9	50.9	71.7	-10.8*	13.5	53.5	63.9	37.5
- N#Cc1c(Nc2ccccc2)nn2c(-c3cccs3)ccnc12
    90.6	82.1	115.1	97.4	112.6	96.8	107.1	92.7
- COc1ccc(CCNCCCOc2cc3c(Nc4ccc(S(=O)(=O)Nc5nccs5)cc4)ncnc3cc2OC)cc1OC
    106.3	110.1	123.7	108.1	106.5	110.2	129.3	99.0
- CC(=O)OCc1ccc(C)cc1
    98.3	109.1	nt	105.1	106.9	111.3	98.8	101.8
- O=C1C2C=CC1C1C(=O)C=CC21 (stereo unspecified)
    109.6	nt	101.6	100.8	106.7	113.6	nt	95.3
- O=C1Nc2ccc(Cl)cc2/C1=C\c1c(-c2ccc(F)cc2)nc2ccccn12
    23.7	33.8	66.2	-28.4*	-9.5*	6.4*	nt	-10.3*
- CC1(C)Oc2cc3oc(=O)ccc3cc2C[C@@H]1OS(C)(=O)=O
    102.1	96.1	104.0	100.2	102.7	nt	107.2	100.6
- CCOC(=O)C1=C(CSC(=S)N(C2CCCCC2)C2CCCCC2)N(C)C(=O)NC1c1ccccc1 (stereo unspecified)
    47.2	nt	55.6	14.7	56.9	75.8	69.0	63.1
- CCCCNC(=O)NS(=O)(=O)Cc1ccccc1
    100.7	122.3	118.7	107.4	105.8	107.9	94.4	106.9
- c1ccc(N=NN2CCOCC2)cc1
    103.9	112.4	103.2	114.4	103.9	106.0	106.9	104.8
- Cn1c(=O)c2c(=O)c(C#N)c(-c3ccc(Cl)cc3)[nH]c2n(C)c1=O
    78.4	83.2	89.3	71.1	82.4	86.6	74.4	46.5
- CC(C)C(=O)CCCN1C(=O)c2ccccc2C1=O
    100.9	nt	nt	102.4	nt	105.3	121.3	107.9
- Cc1cc(OI)c(C(C)C)cc1-c1cc(C(C)C)c(OI)cc1C
    94.3	nt	80.7	103.2	103.9	102.9	100.7	84.9
- CN1CC(c2ccc([N+](=O)[O-])cc2)C2(SC(=NC3CCCCC3)N(Nc3ccccc3)C2=O)C12C(=O)Nc1cc(Cl)ccc12 (stereo unspecified)
    57.2	57.2	79.4	70.7	59.0	72.3	73.2	96.1
- O=C1c2ccccc2C(=O)N1CCCCCCCCBr
    85.9	nt	108.9	103.3	104.3	92.4	73.2	102.4
- CC(C)(C)C(=O)Nc1cccc(NC(=O)c2ccccn2)c1
    106.0	95.5	100.2	100.3	103.7	99.0	99.6	111.6
- O=C(O)CN1C(=O)/C(=C/c2ccc(Cl)cc2)SC1=S
    100.3	99.7	102.3	100.7	105.1	101.2	117.5	111.8
- CCOC(=O)c1ccc(NC(=O)Oc2cc(C)c(Cl)cc2C(C)C)cc1
    88.1	93.3	99.4	103.3	101.4	107.5	82.8	97.6
- COc1ccc(NC(=O)CSc2nc3ccccc3c(=O)n2CCc2ccc(S(N)(=O)=O)cc2)cc1
    91.2	90.0	99.3	93.1	111.7	107.4	99.9	98.6
- COc1cc(Cn2c(SCC(=O)Nc3cc(OC)c(OC)c(OC)c3)nc3ccccc3c2=O)cc(OC)c1OC
    62.9	nt	75.1	90.4	95.0	100.2	39.8	42.8
- O=C(O)CCN(CCC(=O)O)S(=O)(=O)c1ccccc1
    nt	104.6	122.7	96.8	105.0	108.0	93.6	87.2
- O=C(OC(c1ccccc1)c1ccccc1)c1ccc([N+](=O)[O-])cc1
    88.0	nt	107.3	96.6	99.5	99.5	94.4	92.7
- O=[N+]([O-])c1nccn1CC(O)CCN1CCOCC1 (stereo unspecified)
    94.2	82.7	97.1	106.0	119.0	114.7	148.6	105.9
- COc1ccc(/C=C2\C(=O)N=C3N2N=Cc2ccccc2N3c2ccccc2)cc1
    105.1	66.0	100.5	95.1	97.9	102.0	99.6	98.6
- COc1ccc(/C(C)=C(\c2ccc(OCCCN(C)C)cc2)c2ccc(OC(=O)C3CCCCC3)cc2)cc1
    84.5	97.3	86.2	85.9	83.5	97.3	72.3	103.6
- Cc1ccc(S(=O)(=O)NC(=O)n2ccc3c(Cl)ccnc32)cc1
    102.7	98.8	102.2	104.9	100.1	119.3	117.5	112.1
- COc1ccc(NCc2nnc(-c3ccc(Cl)cc3)o2)cc1
    68.1	73.8	88.5	92.7	83.5	118.1	80.2	69.2
- CCOC=Nc1c(C(=O)Nc2cccc(Cl)c2)oc2ncccc12
    97.2	nt	96.6	100.7	95.8	107.5	86.4	91.6
- Nc1nnc(CCSc2ccccc2)s1
    93.8	91.8	108.0	105.4	98.7	106.5	99.6	99.1
- COc1cccc(/C=C2/CCCC/C(=C\c3cccc(OC)c3OC)C2=O)c1OC
    96.2	nt	101.9	99.0	101.1	100.0	89.8	117.1

# Taken from above.
# For EKVX, `COc1ccc(NCc2nnc(-c3ccc(Cl)cc3)o2)cc1` has 73.8
# For SK-MEL-5, `COc1cccc(/C=C2/CCCC/C(=C\c3cccc(OC)c3OC)C2=O)c1OC` has 99.0
# For SK-MEL-2, `Nc1nnc(CCSc2ccccc2)s1` has 108.0

# (continued)
# Under each structure: A549/ATCC	EKVX	SK-MEL-2	SK-MEL-5	M14	SK-MEL-28	HOP-92	HOP-62
- S=C1Nc2ccccc2CS1
    100.2&102.9	102.6	103.3&136.0	104.4&102.7	104.1&116.3	112.6&96.1	95.4	98.9&106.7
- N#C/C(=C/c1cc([N+](=O)[O-])cc([N+](=O)[O-])c1O)C(N)=O
    95.8	nt	93.2	100.1	98.7	112.3	nt	101.4
- COc1ccc2c(c1)C(C)Cc1c(Cl)nc(C)nc1N2C (stereo unspecified)
    21.8	34.4	37.3	24.0	13.5	80.1	41.7	29.4
- C/C(Cl)=C/CC1=C(O)c2ccccc2C(=O)C1=O
    55.4	nt	99.7	46.0	64.3	93.5	nt	62.0
- COc1cc2c(c(OC)c1OC)C(=O)/C(=C/c1cc(C)c(O)c(C)c1)S2
    44.4	43.9	43.6	4.3*	28.8	59.3	54.6	46.5
- CC(C)N1C(=O)/C(=C2\SC(=S)N(C(C)C)C2=O)SC1=S
    93.8	82.9	96.8	97.9	95.0	97.8	72.3	95.5
- Nc1cccc(C(F)(F)F)c1
    105.7	98.2	97.1	102.9	nt	92.3	89.2	90.0
- O=C(O)c1ccccc1-c1c2cc(I)c(=O)c(I)c-2oc2c(I)c(O)c(I)cc12
    110.0&99.4	99.2&103.0	103.4&116.2	99.1&102.1	101.6	105.0&109.9	90.1&95.8	97.6&95.9
- Cc1cccc(OCC(O)CN2CCN(c3ccccc3)CC2)c1 (stereo unspecified)
    104.8	111.0	93.8	128.6	97.0	98.9	67.4	123.9
- O=C(N(c1ccccc1)c1ccccc1)n1ccc2nc(Cl)nc(Cl)c21
    56.2	63.3	58.6	64.9	69.9	80.4	52.3	45.5
- CCOC(=O)C1=C(C)NC(SCc2nnc(-c3ccc(OC)cc3)o2)=NC1c1ccc(F)cc1 (stereo unspecified)
    87.3	100.7	110.3	100.3	98.6	111.1	78.6	88.0
- COC(CN1CCN(C)CC1)(c1ccccc1)c1ccccc1
    90.0	98.9	101.0	89.2	96.2	100.8	96.5	81.1
- N#CCCCCCCBr
    101.1	nt	122.1	104.8	100.8	108.0	99.3	102.4
- O=C1C2CC3C1C1(Cl)C(Cl)C4(Cl)C2C3C1(Cl)C4(Cl)Cl (stereo unspecified)
    82.1	nt	91.2	100.5	100.4	98.0	nt	101.5
- Nc1nc(=O)n([C@H]2C[C@H](O)[C@@H](CO)O2)cc1C=O
    102.5	112.3	109.1	101.4	105.2	108.3	57.7	95.6

# In the list so far, 5 have a COOH group.
# Under each structure: A549/ATCC	EKVX	SK-MEL-2	SK-MEL-5	M14	SK-MEL-28	HOP-92	HOP-62
- CC1(C)S[C@@H]2[C@H](NC(=O)Cc3ccccc3)C(=O)N2[C@H]1C(=O)O
    104.9	116.7	117.9	104.0	105.9	115.9	104.4	106.3
- COc1ccc(N2C(=O)c3ccccc3[C@@H](C(=O)O)[C@H]2c2ccccc2)cc1
    95.8	92.5	115.3	92.2	91.8	92.7	78.7	110.3
- O=C(O)CN1C(=O)/C(=C/c2ccc(Cl)cc2)SC1=S
    100.3	99.7	102.3	100.7	105.1	101.2	117.5	111.8
- O=C(O)CCN(CCC(=O)O)S(=O)(=O)c1ccccc1
    nt	104.6	122.7	96.8	105.0	108.0	93.6	87.2
- O=C(O)c1ccccc1-c1c2cc(I)c(=O)c(I)c-2oc2c(I)c(O)c(I)cc12
    110.0&99.4	99.2&103.0	103.4&116.2	99.1&102.1	101.6	105.0&109.9	90.1&95.8	97.6&95.9
